MmCpn inh – inhibitors of Methanococcus maripaludis chaperonin (MmCpn); purified Mm-Cpn ATPase, ADP Transcreener TR-FRET; Potency, µM (highest dose often 76.9 µM), for the others: at the top dose activity, negative = inhibition, hits mostly inhibitors; actives 0.031% (n = 330,000); AID 504842; note: potency is the fitted concentration of half-maximal effect; % is set by controls: 0 for no effect and ±100 for the full control effect; nearly all actives have a fitted effect of over 80% in size
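Compound-treated chaperonin, 25 nM final, turns over 10 uM ATP at 37°C for 30 min following a 10 min preincubation; ADP generated competes with ADP-d2 for Eu-cryptate antibody, lowering FRET.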
A549 viability – A549 cytotoxicity, counter-screen for Nrf2 inhibitors; A549 ARE-Fluc cells, CellTiter-Fluor viability, 18-24 h; Potency, µM (series often up to 46 µM), for inactives: top-dose activity change, negative = cytotoxicity, most hits filed as inhibitors; actives 0.16% (n = 390,000); AID 504648; note: potency is the fitted concentration of half-maximal effect; % is set by controls: 0 for no effect and ±100 for the full control effect
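Cytotoxicity counterscreen: CellTiter-Fluor fluorescence was measured in A549 ARE_Fluc cells after 18-24 h of compound exposure in a concentration series. The subsequent BugLite luminescent read reports ARE-luciferase activity.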
CCT modulator – cytosolic chaperonin activity modulation; purified chaperonin ATPase assay, HTRF ADP detection, 30 min; activity change, % (test concentration not listed), hits read low; actives 0.3% (n = 360,000); AID 651819; in the data active = activity change below about -30%; note: % is set by controls: 0 for no effect and ±100 for the full control effect
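TRiC at 40 or 20 nM final (batch-dependent) in 30 mM Tris pH 7.4, 100 mM KCl, 5 mM MgCl2, 1 mM DTT, with compound at single 76 uM and 10 uM ATP, 30 min at 37 deg C. ADP detected by HTRF Transcreener, 665/615 ratio.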
Akt phos inh – Akt phosphorylation inhibition; Neuro2A IGF-stimulated pAkt S473 HTRF, 20 min; stronger effect = lower value; AID 651550; actives 0.32% (n = 360,000); activity change, % for hits at 50 µM; in the data active = activity change below about -80%; inconclusive = mostly about -51% to -80%; note: % is set by controls: 0 for no effect and ±100 for the full control effect
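Neuro2A cells in DMEM with 0.5% FBS, overnight at 37 deg C, given compound at single 50 µM final, then IGF (6 nM final) for 20 min at 37 deg C. Lysed; phospho-Akt Ser473 by HTRF after 24 h, 665/615 ratio.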
EPAC2 antag – blocks human EPAC2 exchange factor. Q8WZA2. EPAC2 GEF exchange of Rap1B-BODIPY-GDP, fluorescence. Potency, µM (titrated, usually from 114 µM), without a hit: at the highest dose activity, negative = inhibition, usual class: inhibitors. actives 0.18% (n = 360,000); note: potency is the fitted concentration of half-maximal effect; % is set by controls: 0 for no effect and ±100 for the full control effect; nearly all actives have a fitted effect of over 45% in size; many of its hits are not listed in these tables
Target sequence (Q8WZA2 whole entry, looked up): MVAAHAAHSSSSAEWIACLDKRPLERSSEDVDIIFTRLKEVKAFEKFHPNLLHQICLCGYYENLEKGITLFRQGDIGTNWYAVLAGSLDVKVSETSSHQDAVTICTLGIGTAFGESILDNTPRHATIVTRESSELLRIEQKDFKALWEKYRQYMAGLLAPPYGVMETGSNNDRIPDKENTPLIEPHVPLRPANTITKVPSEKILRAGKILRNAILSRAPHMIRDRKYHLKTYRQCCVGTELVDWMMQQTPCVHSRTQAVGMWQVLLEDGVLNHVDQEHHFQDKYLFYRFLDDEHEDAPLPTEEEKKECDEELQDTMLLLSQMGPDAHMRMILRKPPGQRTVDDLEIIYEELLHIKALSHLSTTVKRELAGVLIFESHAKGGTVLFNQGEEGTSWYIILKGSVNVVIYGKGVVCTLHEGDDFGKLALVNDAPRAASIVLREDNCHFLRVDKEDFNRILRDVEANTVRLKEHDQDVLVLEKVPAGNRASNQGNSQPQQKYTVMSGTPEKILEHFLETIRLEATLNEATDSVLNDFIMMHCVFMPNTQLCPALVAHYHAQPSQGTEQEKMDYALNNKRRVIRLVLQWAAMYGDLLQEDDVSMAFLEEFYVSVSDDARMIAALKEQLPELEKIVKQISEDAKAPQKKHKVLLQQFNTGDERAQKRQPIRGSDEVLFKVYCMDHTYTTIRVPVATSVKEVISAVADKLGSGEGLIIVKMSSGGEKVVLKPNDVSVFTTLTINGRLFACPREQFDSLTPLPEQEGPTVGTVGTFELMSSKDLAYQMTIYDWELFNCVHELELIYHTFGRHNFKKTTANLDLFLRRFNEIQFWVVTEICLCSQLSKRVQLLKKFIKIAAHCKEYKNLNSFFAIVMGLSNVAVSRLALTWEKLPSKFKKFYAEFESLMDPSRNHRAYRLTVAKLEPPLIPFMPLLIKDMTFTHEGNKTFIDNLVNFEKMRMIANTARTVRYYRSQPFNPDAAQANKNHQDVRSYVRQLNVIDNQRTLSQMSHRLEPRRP
EPAC2 ag – agonists of human EPAC2 (RAPGEF4). Q8WZA2. EPAC2 activation, biochemical qHTS; response scale: 100% = 6.5 mM cAMP response. Potency, µM (titrated, usually from 154 µM), inactives show top-dose activation, usual class: activators. actives 0.079% (n = 360,000). AID 720711; note: potency is the fitted concentration of half-maximal effect; nearly all actives have a fitted effect of over 50% in size
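Guanine nucleotide exchange by EPAC2 is measured as reduced fluorescence of BODIPY-GDP once it is released from 250 nM Rap1B. Plates are read kinetically for 30 min at room temperature; results are scaled to 6.5 mM cAMP.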
Nrf2 ARE act – activators of Nrf2 (ARE) signaling; AID 624171; Potency, µM (doses to about 46.1 µM), without a hit: at the top dose activation, usual class: activators; AREc32 ARE-luciferase reporter (MCF7-derived line), luminescence, 24 h; actives 0.31% (n = 410,000); note: potency is the fitted concentration of half-maximal effect; % of control where 0% means no effect; nearly all actives have a fitted effect of over 65% in size
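AREc32_Fluc, 1000 cells/well, OPTI-MEM + 5% FBS, o/n 37 deg C 5% CO2; 23 nL cpd by pin tool, 24 hr; Steady-Glo 30 min RT, luminescence.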
TGFb SMAD3 inh – TGF-b pathway inhibition | HepG2 CAGA-GFP TGF-b/SMAD3 reporter, GFP fluorescence, 18 h; TGF-beta stimulated, 500 pg/mL final | Potency, µM (series often up to 46.1 µM), inactives show at the top dose activity, negative = inhibition, actives largely listed as inhibitors | actives 1.2% (n = 410,000) | AID 588855; note: potency is the fitted concentration of half-maximal effect; % is set by controls: 0 for no effect and ±100 for the full control effect; nearly all actives have a fitted effect of over 65% in size
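Using HEPG2 CAGA-GFP reporter cells at 1000 cells/well, we pinned test compounds, stimulated with recombinant TGF-beta (500 pg/mL final) and measured total well GFP after 18 h.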
Nrf2 inh – Nrf2 pathway inhibition | A549 ARE-Fluc reporter, luciferase luminescence, 18-24 h | actives 2.1% (n = 360,000) | Potency, µM (doses to about 46 µM), inactives show at the highest dose activity change, negative = inhibition, actives largely listed as inhibitors; note: potency is the fitted concentration of half-maximal effect; % is set by controls: 0 for no effect and ±100 for the full control effect; nearly all actives have a fitted effect of over 60% in size
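Cells were seeded and rested 2 h, then exposed to compounds for 18-24 h. CellTiter-Fluor was read first as a viability measure. BugLite was added 15 min before the final luminescent read of ARE-luciferase activity in A549 cells.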
An asterisk follows results filed as active; i = inactive; ? = inconclusive; nt = no result given; & = joins results of further samples; [ ] = another dose, or the depositor's remark. Unless noted, calls come from the whole dose curve; as a rule, active = well fitted curve in the direction sought with a large enough effect; inconclusive = small, poorly fitted or top-dose-only effect, or another doubt; inactive = no such curve, though single readings can be large; an effect the other way counts as inactive or inconclusive. This is a subset. The share of hits here may be higher or lower than overall.

SMILES	MmCpn inh	A549 viability	CCT modulator	Akt phos inh	EPAC2 antag	EPAC2 ag	Nrf2 ARE act	TGFb SMAD3 inh	Nrf2 inh
CCn1c(CNc2nc(-c3ccccc3)cs2)nnc1SCC(=O)NCc1ccco1	-4%	-2%	-1.7	i	3%	7%	1.7%	2%	2%
CCc1c(C)c2ccc(OCC(=O)NCC3CCC(C(=O)O)CC3)c(C)c2oc1=O (centres undefined)	2%	-1%	-0.3	i	-13%	8%	-0.4%	1%	-23%
CCOC(=O)N1CCN(C(=O)c2c(C)nn(-c3cccc(C)c3)c2-n2cccc2)CC1	nt	2%	nt	nt	nt	nt	2.6%	-32%	-6%
COc1ccccc1NC(=O)C(C)NS(=O)(=O)c1ccc(F)cc1 (centres undefined)	-2%	12%	0.4	i	11%	-4%	3.9%	4%	nt
CC(C)=C(NC(=O)c1ccccc1Br)C(=O)NCCc1nc2ccccc2[nH]1	1%	-3%	0.5	i	-2%	-11%	-0.5%	-10%	7%
CCOc1nc(Nc2ccc(OC)cc2OC)nc(OCC)n1	0%	-6%	-0.6	i	2%	3%	-1.2%	-20%	-29%
O=C(NCc1ccccc1)C(c1ccco1)N(C(=O)c1ccccn1)c1ccccc1 (centres undefined)	0%	-5%	-0.5	i	2%	10%	0.1%	-5%	8%
COc1ccc(Cn2c(CCC(=O)Nc3ccc(C)cc3)nc3cccnc32)cc1	-3%	8%&-16%	-0.1	i	-21%	-11%	4.8%&0.5%	-3%&11%	-8%&-20%
CC1CCN(S(=O)(=O)c2ccc(NC(=O)Cc3ccc(S(=O)(=O)N4CCOCC4)s3)cc2)CC1	-3%	-4%	0.8	i	0%	6%	-0.3%	?	?
CCN(Cc1ccccc1)C(=O)C1CCN(Cc2ccc(SC)cc2)CC1	0%	3%	1.5	i	1%	-3%	2.8%	?	19%
CCOc1ccc(OCCC(=O)OCC(=O)Nc2cc(OCC)c(N3CCOCC3)cc2OCC)cc1	1%	-2%	-0.1	i	-17%	5%	5.1%	18%	6%
CC1CC(C)(C)OC(c2ccc(C(C)C)cc2)O1 (centres undefined)	nt	-3%	-1.0	i	5%	-5%	-0.2%	-2%	13%

Entries of single compounds from above. Values in the order: MmCpn inh	A549 viability	CCT modulator	Akt phos inh	EPAC2 antag	EPAC2 ag	Nrf2 ARE act	TGFb SMAD3 inh	Nrf2 inh
CCn1c(CNc2nc(-c3ccccc3)cs2)nnc1SCC(=O)NCc1ccco1 is listed with -4%	-2%	-1.7	i	3%	7%	1.7%	2%	2%
CCN(Cc1ccccc1)C(=O)C1CCN(Cc2ccc(SC)cc2)CC1 is listed with 0%	3%	1.5	i	1%	-3%	2.8%	?	19%
CCc1c(C)c2ccc(OCC(=O)NCC3CCC(C(=O)O)CC3)c(C)c2oc1=O (centres undefined) is listed with 2%	-1%	-0.3	i	-13%	8%	-0.4%	1%	-23%

(continued)
SMILES	MmCpn inh	A549 viability	CCT modulator	Akt phos inh	EPAC2 antag	EPAC2 ag	Nrf2 ARE act	TGFb SMAD3 inh	Nrf2 inh
CCCc1cc(=O)c2ccc(OC/C(C)=N/O)cc2o1	3%	-10%	-0.5	i	3%	4%	0.3%	9%	?
Nc1ccc2oc3ncccc3c(=O)c2c1	0%	-7%	0.7	i	-4%	6%	2.3%	-10%	-27%
COc1cc(Cc2nc3ccc(S(=O)(=O)N4CCOCC4)cc3[nH]2)cc(OC)c1OC	0%	1%	-4.2	i	6%	0%	2.5%	?	nt
CCN(CC)CCCn1c(=S)[nH]c2ccc(Cl)cc2c1=O	-10%	-9%	-0.3	i	2%	2%	0.0%	-9%	-24%
Cc1cc(C)n2nc(SCc3nnc(SCCCCl)o3)nc2n1	1%	-6%	3.5	i	8%	6%	0.4%	4%	0%
COC(=O)Nc1ccc(N2CCOCC2)c(S(=O)(=O)N2CCOCC2)c1	1%	1%	-2.2	i	3%	2%	-0.9%	22%	3%
CC1CN(C(=O)CSc2ncnc3sccc23)CC(C)O1 (centres undefined)	-9%	-2%	0.8	i	8%	9%	4.2%	2%	1%
CC(=O)c1c(NCCc2ccccc2)cc(C)oc1=O	1%	0%	1.1	i	8%	0%	4.7%	15%	?
COc1ccc(C(=O)N/N=C/c2cn[nH]c2-c2ccc(OC)cc2OC)cc1	1%	1%	1.3	i	13%	9%	0.8%	0%	-5%
Nn1c(Nc2ccccc2)nc2sc3c(c2c1=O)CCCC3	6%	-5%	-2.4	i	-2%	9%	3.5%	-18%	2%
COc1ccccc1CNC(=O)CSc1ccccc1	-2%	-8%	-9.3	i	14%	2%	2.0%	2%	?
CN1CCN(C(=O)c2ccc(-c3ccccc3)cc2)CC1	-1%	2%	0.5	i	12%	2%	3.7%	-1%	4%
CNC(=O)Nc1ccc(Cl)cc1	-2%	7%	0.9	i	-12%	5%	3.2%	-3%	20%
CC[C@H]1C(Nc2ccccc2)C[C@@H]2CCN3C(=O)CC[C@H]1[C@H]23 (some centres undefined)	nt	8%	0.6	i	-6%	1%	0.5%	-2%	3%
Cc1nn(-c2cccc(C(F)(F)F)c2)c(Cl)c1/C=N/Nc1cccc(C(=O)O)c1	1%	-3%	-3.2	i	-7%	4%	11%	1%	?
O=C(Cn1cnc2c(NCc3ccccc3)ncnc21)N1CCN(c2ccccn2)CC1	1%	2%	-0.1	i	9%	4%	0.8%	2%	-10%
CC1CN(C(=S)Nc2ccc(Cl)cc2)CC(C)O1 (centres undefined)	1%	1%	3.5	i	-16%	1%	-0.9%	4%	-18%
OCCCNc1nc(-c2ccccc2)c2cc(Br)ccc2n1	-4%	3%	-2.0	i	-18%	13%	4.9%	15%	1%
C=CCNC(=O)c1ccc2c3n(nc2c1)-c1ccccc1CO3	-2%	0%	-0.8	i	8%	-4%	-1.2%	?	?
O=C(NCCN1CCOCC1)Nc1ccccc1	0%	2%	-0.2	i	-1%	-1%	-0.2%	-1%	7%
COc1ccc2nc(NC(=O)CCc3cc(OC)c(OC)c(OC)c3)sc2c1	-2%	0%	-0.4	i	-12%	7%	0.1%	-8%	-11%
CCC1N=C(SC)NC(C)=C1C(=O)c1ccccc1 (centres undefined)	3%	2%	-0.8	i	4%	-2%	0.7%	7%	-6%
CCN(c1ccccc1)S(=O)(=O)c1ccc(Cl)c(NC(=O)CSc2n[nH]c(N)n2)c1	0%	12%	-1.5	i	-8%	9%	3.5%	-34%	-4%
CC1(C)CC(=O)C(C2C3=C(CC(C)(C)CC3=O)Oc3ccccc32)=C(O)C1 (centres undefined)	0%	-10%	-0.8	nt	12%	0%[15.6 µM]	-0.5%	-13%	-5%
CCC1SC(N)=NC1=O (centres undefined)	2%	-4%	-9.6	i	6%	3%	-1.8%	22%	2%
COc1ccc(-c2noc(CC(=O)Nc3ccc(F)cc3F)n2)cc1	nt	15%	nt	nt	nt	nt	5.1%	-1%	12%
CC(Cc1ccccc1)NC(=O)c1ccc([N+](=O)[O-])cc1 (centres undefined)	0%	-1%	-0.6	i	0%	-8%	-0.4%	-2%	?
COc1cc(OC)c(C(=O)OCC(=O)NC2CCCC2)cc1OC	1%	1%	-2.5	i	-1%	1%	0.3%	0%	-10%
Fc1ccc(-c2nc3c4ccccc4ccn3c2CC2CCCCC2)cc1	nt	nt	0.9	i	2%	11%	26%	-25%	nt
Cc1ccc(OCC(=O)Nc2ccccc2F)cc1	nt	-14%	-1.7	i	1%	0%	0.0%	-7%	?
O=C(COC(=O)c1ccc(S(=O)(=O)N2CCCCC2)cc1)NC1CCCCC1	nt	nt	0.3	i	0%	7%	-0.6%	0%	nt
COc1ccc(CNC(=O)Cn2cccc2C(=O)c2ccccc2C)cc1	2%	2%&9%	-0.4	i	-2%	5%	0.0%&4.5%	6%	?
Cc1cccc(CCNC(=O)CCc2c(C)nc3c(c(C)nn3-c3ccccc3)c2C)c1	nt	-18%	nt	nt	nt	nt	0.0%	5%	23µM*
COc1ccc(CNC(=O)CN2C(=O)NC(C)(c3cccc4ccccc34)C2=O)cc1OC (centres undefined)	0%	-1%	-3.4	i	3%	-1%	-0.7%	?	-16%
Cc1[nH]n(-c2cccc(Cl)c2)c(=O)c1C=NCc1ccco1	-5%	-1%	-2.9	i	-1%	7%	5.1%	4%	?
Cc1ccc(S(=O)(=O)N(C)C)cc1NC(=O)CN1C(=O)NC2(CCCCCCC2)C1=O	2%	6%	-0.3	i	-15%	15%	-0.4%	8%	-14%
Cc1cc(C)n(C(N)=NC(=O)c2ccccc2)n1	nt	nt	0.1	i	-10%	-3%	14%	-9%	nt
COc1ccc(NC(=O)C(=O)NNC(=O)c2cccs2)cc1	0%	-3%	2.6	i	-25%	5%	0.4%	-4%	?
CC(C)(CNc1ccc(C(F)(F)F)cc1[N+](=O)[O-])N1CCOCC1	-2%	-1%	-0.1	i	-19%	1%	-1.6%	0%	-10%
Cc1ccc2[nH]c3c(=O)n(CC(=O)N4CCCCC4)ncc3c2c1	nt	0%	nt	nt	nt	nt	0.3%	0%	?
COc1cccc(CNC(=O)CN2C(=O)COc3ccc(S(=O)(=O)N4CCC(C)CC4)cc32)c1	-2%	0%	-1.7	i	28%	0%	-0.1%	-6%	10%
O=C(NCc1ccc(Cl)cc1)c1ccc(-c2ccccc2C(F)(F)F)o1	0%	9%	-0.1	i	-12%	8%	-0.8%	16µM*	1%
COC(=O)C1=C(C)N(Cc2ccccc2)C(=NCc2cccc(Cl)c2)N[C@H]1c1ccccc1	1%&2%&1%	-3%	-0.8	i	-11%	7%	-3.0%	?	17%
COc1cccc(CN(C)C(=O)CCN=C2NS(=O)(=O)c3ccccc32)c1OC	3%	-7%	-1.5	i	1%	2%	0.3%	8%	-11%

Screening results: PubChem, National Center for Advancing Translational Sciences (NCATS)
